# SR-BI DiI inh: inhibitors of SR-BI mediated HDL lipid uptake, primary screen, ldlA[mSR-BI] cells, fluorescence, single point; inhibition, % at 12.5 µM; hit rate 0.96% among 320,000; Scavenger receptor class B member 1 (Mus musculus), Q61009; ldlA[mSR-BI] CHO cells, DiI-HDL uptake fluorescence, 3 h;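 active = mean replicate inhibition of at least 70% and a set share of replicates each scoring 70 or more; inconclusive = meets just one of the two criteria; inactive = fails both criteria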;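 note: 0% = median of neutral control wells and 100% = median of positive control wells; values of inactives mirror those of a sister screen read the other way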
# CAL PDZ FP-1: CAL PDZ peptide-binding inhibitors, primary screen, biochemical, fluorescence polarization, Cer-tagged CAL PDZ, HTS; AID 504414, 2011; purified CAL PDZ, TMR-peptide fluorescence polarization, 1 h; inhibition, % at 20 µM; hit rate 0.02% among 330,000; Golgi-associated PDZ and coiled-coil motif-containing protein (Homo sapiens), Q9HD26;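 active = highest replicate inhibition of at least 40%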;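 note: plate controls were DMSO neutral control wells for no effect and unlabeled competitor peptide control wells for full effect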
#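 Test system: purified CerCALP PDZ construct; Compound dosing: one concentration, 20 µM compound; Also added: TMR-labelled reporter peptide T*-PRC34 bound in PDZ groove; Read-out: inhibition from polarization loss; Controls: unlabelled peptide and DMSO controls; Signal: FP readout, S and P plane fluorescence; Incubation: 1 h at RT.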
# PfHsp90 set2: growth inhibition of PfHsp90-expressing yeast, primary screen, antimalarial PfHsp90 inhibitor project, S. cerevisiae, BacTiter-Glo luminescence, single point, set 2 | BacTiter-Glo ATP, 48 h; yeast lacking PDR1 and PDR3 efflux regulators | inhibition, % at 9.4 µM | hit rate 0.32% among 310,000;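 active = every replicate shows inhibition above about 80%, whatever the replicate mean, limit read from the data; inconclusive = mean inhibition reaches the set limit but some replicate falls short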;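 note: 0% = DMSO neutral controls and 100% = 20 µM radicicol positive controls; yeast relying on Plasmodium falciparum Hsp90 in place of its own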
# Rtt109 Vps75: inhibitors of C. albicans Rtt109/Vps75 HAT, primary screen, biochemical, ThioGlo CoA-SH fluorescence, plate reader; Histone acetyltransferase RTT109 (Candida albicans (strain SC5314 / ATCC MYA-2876)), …; purified Rtt109/Vps75, 4 h; inhibition, % at 34.9 µM; hit rate 0.16% among 330,000; AID 540336, 2011;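 active = inhibition of at least 50% in every replicate; inconclusive = best replicate reaches 50% inhibition but some replicates fall short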
# Target sequence (Q5AAJ8 whole entry, looked up): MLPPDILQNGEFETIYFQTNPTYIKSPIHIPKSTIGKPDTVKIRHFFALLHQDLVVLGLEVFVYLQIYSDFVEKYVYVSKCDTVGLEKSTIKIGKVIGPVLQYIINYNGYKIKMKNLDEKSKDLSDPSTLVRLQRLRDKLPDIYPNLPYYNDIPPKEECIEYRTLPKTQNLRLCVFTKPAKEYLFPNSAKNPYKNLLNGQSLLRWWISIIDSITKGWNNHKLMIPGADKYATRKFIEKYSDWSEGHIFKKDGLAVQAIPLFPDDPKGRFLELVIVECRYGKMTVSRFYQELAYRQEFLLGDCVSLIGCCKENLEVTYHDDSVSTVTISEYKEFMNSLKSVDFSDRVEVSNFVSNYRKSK
# MITF act: activators of MITF-driven TRPM1 promoter reporter, primary screen, cell-based, SK-MEL-5, luciferase, single point; activation, % at 12.5 µM; SK-MEL-5 TRPM1-promoter luciferase, 24 h; % of positive control, neutral wells = 0; hit rate 0.75% among 300,000;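 active = mean activation of at least 80% with every replicate also reaching 80%; inconclusive = mean reaches 80% but some replicate falls short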;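 note: 0% = neutral control wells and 100% = parthenolide positive control wells; values of inactives mirror those of a sister screen read the other way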
# PvdQ acylase: P. aeruginosa PvdQ acylase inhibitors, primary screen, biochemical, fluorescence, plate reader and imaging, single point. PvdQ acylase [Pseudomonas aeruginosa LESB58]. purified PvdQ acylase. inhibition, % at 10 µM. hit rate 0.063% among 340,000. AID 488965, 2010; in the data active = inhibition above about 30%, passing the limit was not always enough; inconclusive = no clear call, values can overlap the other calls;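 note: 0% = vehicle neutral wells and 100% = reference inhibitor wells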
# SR-BI uptake up: activators of SR-BI mediated DiI-HDL uptake, primary screen, ldlA[mSR-BI] CHO cells, DiI fluorescence | 3 h; 100 = double the neutral-control signal | activation, % at 12.5 µM | hit rate 0.096% among 320,000 | AID 504775, 2011;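 active = mean replicate activation of at least 60% and every replicate at or above 60%; inconclusive = mean or all-replicate condition met, but not both; inactive = mean below 60% and not all replicates reaching 60%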;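 note: 0% = median plate neutral-control signal and 100% = twice that signal; values of inactives mirror those of a sister screen read the other way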
#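 Test system: SR-BI-overexpressing, LDLR-lacking CHO cells; Medium: Ham's F12 with 0.5% BSA, HEPES 25 mM, pH 7.4; Schedule: 3 h, 37 °C; Technique: bottom-read fluorescence, 550/595 nm.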
# NSD2 HMT inh: NSD2 histone methyltransferase inhibitors, primary screen, biochemical, AlphaScreen, single concentration, set 2 | Histone-lysine N-methyltransferase NSD2 (Homo sapiens), O96028 | NSD2 peptide methylation, 120 min | inhibition, % at 12.5 µM | hit rate 0.54% among 310,000; in the data active = inhibition above about 50%
# dFosB activator: activators of delta FosB homodimer, primary screen, biochemical, fluorescence polarization, TAMRA-CDK5 oligo, single point; Protein FosB (Mus musculus), P13346; purified delta FosB; percent of positive-control signal above neutral wells; activation, % at 25 µM; hit rate 0.99% among 340,000; AID 493131, 2011;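 active = mean activation above about 17%, with every replicate also reaching it, limit read from the data, passing the limit was not always enough; inconclusive = only one of the two conditions met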;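 note: fluorescence polarization rise as delta FosB binds a TAMRA Cdk5 AP-1 oligo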
# Target sequence (P13346 whole entry, looked up): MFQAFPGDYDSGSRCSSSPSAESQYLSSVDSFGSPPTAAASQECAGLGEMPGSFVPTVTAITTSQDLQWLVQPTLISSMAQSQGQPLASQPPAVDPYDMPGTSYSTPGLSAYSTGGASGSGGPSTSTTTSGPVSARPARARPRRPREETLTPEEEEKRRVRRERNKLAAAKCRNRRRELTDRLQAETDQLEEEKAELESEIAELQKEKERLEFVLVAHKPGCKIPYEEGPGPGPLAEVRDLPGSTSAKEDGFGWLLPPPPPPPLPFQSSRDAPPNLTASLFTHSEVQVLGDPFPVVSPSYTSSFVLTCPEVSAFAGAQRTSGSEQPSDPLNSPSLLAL
# CAL PDZ FP-2: untagged CAL PDZ binding inhibitors, primary screen, biochemical, fluorescence polarization, HTS; purified CAL PDZ, TMR-peptide fluorescence polarization, 1 h; hit rate 0.92% among 300,000; AID 602252, 2012; inhibition, % at 24.9 µM; Golgi-associated PDZ and coiled-coil motif-containing protein (Homo sapiens), Q9HD26;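 active = mean inhibition of at least 30% with at least half of replicates also reaching 30%; inconclusive = no clear call, values can overlap the other calls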;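 note: 0% = DMSO neutral control and 100% = excess unlabeled competitor peptide PRC23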
# Numbers without * were called inactive; ? = inconclusive; . = no result given; & = joins results of further samples.
item	SMILES	SR-BI DiI inh	CAL PDZ FP-1	PfHsp90 set2	Rtt109 Vps75	MITF act	PvdQ acylase	SR-BI uptake up	NSD2 HMT inh	dFosB activator	CAL PDZ FP-2
1	CC(C)(C)c1ccc(OCC(=O)NCC(c2cccs2)N2CCOCC2)cc1 (stereo unspecified)	-26	-2.2	.	-6	-2	-9	26	-4	-15	-1
2	CC(C)c1ccc(-c2nc(N3CCCC3)nc3n[nH]c(N)c23)cc1	13	-1.0	13	-4	-3	2	-13	-6	-3	-3
3	CCOC(=O)N1CCN(C(=O)c2c(N)no[n+]2[O-])CC1	-14	-1.1	.	-3	16	-9	14	.	2	2
4	COc1ccc(CNc2ncnc3c2[nH]c2cc(OC)c(OC)cc23)cc1	23	2.6	14	1	.	-13	-23	1	1	.
5	Nc1ccc(S(=O)(=O)c2ccc(Cl)cc2)cc1	-18	0.3	-24	1	-4	-5	18	-1	-5	-3
6	CCCn1c(SCC(=O)NC2CCCC2)nc2c1c(=O)n(C)c(=O)n2C	-3	-3.6	15	-6	6	1	3	.	-4	-5
7	CC(O)[C@H]1CNC(=O)C(=O)N1CC1(c2ccccc2)CC1 (stereo partly specified)	-49	-1.7	0	-9	-3	2	49	.	5	-2
8	CC1=C(C(=O)N2CCCC(CCC(=O)NCc3ccc(F)c(F)c3)C2)OCCO1 (stereo unspecified)	.	-2.6	4	-5	13	-11	.	0	-22	-5
9	O=C(CCN1CCN(S(=O)(=O)c2ccc(Cl)cc2)CC1)Nc1ccc(F)cc1	-9	0.1	8	2	-9	-5	9	13	-7	0
10	O=c1c(-c2nc3ccccc3s2)cccn1Cc1ccccc1	10	-2.7	.	-5	?	-63	-10	-24	-12	.
11	COc1ccc(S(=O)(=O)Nc2ccccc2C(=O)NN2CCOCC2)cc1OC	-14	-0.6	15	28	-9	3	14	-1	-1	1
12	O=C(O)Cn1c(CC(=O)N2CCCC2)nc2ccccc21	-31	0.2	7	-2	10	-3	31	5	2	3
13	C=C1CCN([C@@H](C)C(=O)NCc2ccc(OC)cc2)S(=O)(=O)c2ccccc21	11	-2.8	.	-1	7	-9	-11	.	-5	0
14	Cc1ncoc1C(=O)Nc1ccccc1-c1ccccc1	3	-1.1	-11	12	-5	-14	-3	-1	-9	-3
15	Cc1[nH]nc2c1C(c1cccs1)C(C#N)=C(N)O2 (stereo unspecified)	-8	.	-15	-2	9	2	8	0	1	-2
16	CC(C)NS(=O)(=O)c1ccc(NCCCn2ccnc2)c([N+](=O)[O-])c1	.	-2.0	7	-3	-8	1	.	7	0	-1
17	COc1ccc(CCNC(=O)CSc2nc(C)nc3c2oc2ccccc23)cc1OC	6	-0.2	-3	6	.	-15	-6	1	-1	-1
18	CCCCC(=O)NC(=S)Nc1nnn(CCC)n1	-32	0.4	19	1	9	-16	32	-9	1	2
19	O=C(c1cccc(F)c1)N1CCN(c2ccc([N+](=O)[O-])c(N3CCCCC3)c2)CC1	47	-0.2	23	5	-18	-11	-47	4	5	0
20	Cc1c(OCC(=O)N[C@@H](Cc2ccccc2)C(=O)O)ccc2c1oc(=O)c1ccccc12	-12	-1.7	-14	-5	-1	-14	12	.	-34	-5
21	CN(C)c1ccc(C(CN)c2c[nH]c3ccccc23)cc1 (stereo unspecified)	23	1.9	9	47	15	-9	24	5	2	-2
22	COc1cc(C(=O)NCc2ccc(OCCN(C)C)cc2)cc(OC)c1OC	0	0.6	2	6	-7	8	0	.	1	5
23	CCOC(=O)c1c(C)nc2sc3c(=O)n(-c4ccc(C(C)=O)cc4)nnc3c2c1-c1ccc(Cl)cc1	?	-0.4	-1	-7	-46	-12	-71	3	2	-2
24	CCCN(CCC)CCCNC(=O)c1cn(CC)c2ccc(S(=O)(=O)N3CCOCC3)cc2c1=O	-9	-0.6	4	8	5	2	9	18	-3	-1
25	CCn1c(O)c(N=NC2=NC(=O)CS2)c2cc(C)ccc21	-10	-2.5	7	1	-1	-6	10	4	-7	-1
26	C=CCOc1ccc(C2NC(=S)NC3=C2CCc2ccccc23)cc1 (stereo unspecified)	51	0.3	-16	3	.	3	-51	8	-5	-2
27	CCOc1ccc(S(=O)(=O)N2CCCCC2)c2ccccc12	9	0.4	-9	-3	-12	8	-9	1	-8	-2
28	CC1CCC(C(C)C)C2=C1C(C#N)(C#N)C(C#N)(C#N)C(c1ccccc1)N2 (stereo unspecified)	8	-0.1	.	-2	0	-15	-8	5	-2	-1
29	Cc1ccc([N+](=O)[O-])cc1S(=O)(=O)N1CCCN(C)CC1	-9	-0.5	-18	12	0	-6	9	5	7	-2
30	CC(=O)c1ccc(NC(=O)c2cn(-c3ccccc3)nc2-c2ccncc2)cc1	-7	-1.9	-15	-1	41	0	7	1	0	1
31	CC1CCN(CC(=O)NCc2ccccc2)CC1	-25	-2.1	-9	-5	3	-7	25	2	-16	.
32	O=c1[nH]c(=O)n(C(c2ccccc2)c2ccccc2)cc1Br	-38	-0.4	.	-1	-10	-5	38	-4	-7	1
33	Cc1ccc(NC(=O)CN(C)Cc2cccs2)cc1Cl	.	-2.3	-10	-16	27	-2	.	-7	-4	-1
34	COc1ccc(-c2cn3ccccc3n2)cc1OC	-19	-1.2	-27	10	30	-12	19	3	-4	-3
35	Cc1csc(NC(=O)CSc2nc3ccccc3c3c2CCCC3)n1	34	-2.1	-1	-2	35	-6	-34	-2	?	-5
36	OCCN1CCN(CC(O)COc2ccc3ccccc3c2)CC1 (stereo unspecified)	-22	0.0	-5	9	6	4	22	-1&0	7	-8
37	NC(=O)c1cccnc1Nc1ccccc1F	-9	-2.2	-10	.	13	5	9	-1	-8	-1
38	COc1ccccc1-c1nnc(SCC(=O)N2CCCCC2)o1	-9	-0.7	.	2	20	-1	9	-2	3	.
39	CSc1ccccc1NC(=O)c1cc(-c2cccnc2)nc2ccc(Br)cc12	55	18	-6	-1	-24	-9	-55	-2	27*	-3
40	O=C(CSCc1cnn(-c2ccccc2)c1-n1cccc1)NCCN1CCOCC1	-7	-0.6	-5	7	-9	12	7	-5	-4	-1
41	Cn1c(CNC(=O)c2ccccc2F)nnc1SCC(=O)NCc1ccccc1	-4	9.6	-9	8	3	-17	4	0	-3	2
42	CC(C)C(=O)N(Cc1ccccc1)c1ccccn1	-10	-2.6	10	-9	-13	0	10	.	2	-6
43	COc1ccc(/C=N/Nc2ccccn2)cc1O	.	-1.2	1	3	85*	-7	.	5	-3	0
44	Cc1cc(C)cc(NC(=O)N2CCc3ccccc3C2)c1	33	-1.2	1	16	75	-8	-33	-1	-11	-2
45	C=C(C)COc1ccc(-c2n[nH]c(C)c2-c2ccc(OC)c(OC)c2)c(O)c1	56	-0.6	-6	2	-24	-21	-56	1	5	-1
46	Cc1cccc(C(=O)O/N=C(\N)c2ccccn2)c1	-6	-1.3	32	7	-33	3	6	2	-1	2
47	COc1ccc(CCNC(=O)C(=O)Nc2nccs2)cc1OC	13	-1.0	-4	-1	0	-22	-13	15	0	-5
48	COC(=O)N1C(=O)[C@](c2ccccc2)(C2CCCC2)N1C(=O)OC	-20	-0.6	6	10	-13	5	20	.	-5	-1
49	CCOC(=O)NC1(C(F)(F)F)C(=O)NC(C)=C1C#N (stereo unspecified)	-8	0.8	14	0	1	2	8	0	2	-1
50	O=C(OCc1nnc(-c2ccccc2)o1)c1cc(S(=O)(=O)N2CCOCC2)c(Cl)cc1Cl	-10	-1.3	-14	4	-18	1	10	-2	-4	1
51	C[C@H](CO)N1C[C@H](C)[C@@H](CN(C)Cc2ccc3c(c2)OCO3)Oc2ccc(NC(=O)Cn3cnnn3)cc2C1=O	6	-1.5	9	-6	-6	-4	-6	.	-4	-1
52	Cc1ccc(CC(=S)N2CCOCC2)cc1	-17	-2.0	16	.	-3	-3	17	-2	-7	1
53	CC(=O)c1cc2c(cc1NS(=O)(=O)c1ccc(F)cc1)OCO2	-20	-2.1	5	-35	8	11	20	-2	1	1
54	COc1ccc(/C=C/C(=O)Nc2cc(C)on2)cc1	-31	0.3	-4	2	73	-1	31	-2	-1	-3
55	CCOC(=O)c1nn(-c2ccccc2)c(=O)cc1SC(C)CC (stereo unspecified)	-7	-3.9	16	-5	2	-11	7	1	-9	.
56	COc1cc2c(cc1OC)C(c1ccc(C)o1)CC(=O)N2 (stereo unspecified)	1	-0.1	0	10	-3	1	-1	.	-1	-1
57	C[n+]1ccn(CC(=O)c2cc(C(C)(C)C)c(O)c(C(C)(C)C)c2)c1	-15	-0.5	-28	3	-2	-23	15	-1	-9	.
58	COc1ccc(-c2nc3c(c(SCC(=O)N4CCCC4)n2)COC(C)(C)C3)cc1	11	6.1	6	3	-9	-4	-11	15	-17	-3
59	CC1(C)CC(=O)C/C(=N/NC(=O)CCCOc2ccc(Cl)cc2Cl)C1	23	-0.8	-3	-3	-9	-21	-23	1	-4	0
60	C=CCn1c(SCCOc2ccc(OC)cc2)nnc1C(C)NC(=O)c1ccc(OC)cc1 (stereo unspecified)	10	0.8	.	5	-5	10	-10	-2	1	2

# Other entries
item	SMILES	SR-BI DiI inh	CAL PDZ FP-1	PfHsp90 set2	Rtt109 Vps75	MITF act	PvdQ acylase	SR-BI uptake up	NSD2 HMT inh	dFosB activator	CAL PDZ FP-2
61	CC(=O)NC(Cc1ccccc1F)C(=O)NC1CCN(C(=O)Nc2ccc(C)cc2)CC1 (stereo unspecified)	8	0.1	2	-2	1	-11	-8	0	-4	4
62	COCCN(CCOC)S(=O)(=O)c1ccc(C(=O)Nc2sc3c(c2C(N)=O)CCCCC3)cc1	-4	-0.2	-49	-2	8	-6	4	-4	-4	-2
63	CCCNS(=O)(=O)c1cccc(C(=O)OCc2cc(=O)oc3cc(OC)ccc23)c1	.	-3.4	-20	-16	-17	-9	.	-1	-24	-3
64	Cc1cc(NC(=O)CSc2nc3cc(Cl)ccc3o2)no1	.	-0.4	-21	-9	4	-5	.	-3	-22	-3
